Source: PubChem BioAssay (several laboratories)
PDI inh = inhibitors of human PDI, primary screen, biochemical, turbidity, single point, plate reader; hit rate 0.052% among 350,000; PDI insulin aggregation turbidity, A650, 90 min; inhibition, % at 10 µM;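 active = mean inhibition across replicates of 30% or more, whatever share of single replicates reach that level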;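 note: absorbance from insulin aggregation driven by PDI reduction with DTT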
Target sequence (P07237 whole entry, looked up): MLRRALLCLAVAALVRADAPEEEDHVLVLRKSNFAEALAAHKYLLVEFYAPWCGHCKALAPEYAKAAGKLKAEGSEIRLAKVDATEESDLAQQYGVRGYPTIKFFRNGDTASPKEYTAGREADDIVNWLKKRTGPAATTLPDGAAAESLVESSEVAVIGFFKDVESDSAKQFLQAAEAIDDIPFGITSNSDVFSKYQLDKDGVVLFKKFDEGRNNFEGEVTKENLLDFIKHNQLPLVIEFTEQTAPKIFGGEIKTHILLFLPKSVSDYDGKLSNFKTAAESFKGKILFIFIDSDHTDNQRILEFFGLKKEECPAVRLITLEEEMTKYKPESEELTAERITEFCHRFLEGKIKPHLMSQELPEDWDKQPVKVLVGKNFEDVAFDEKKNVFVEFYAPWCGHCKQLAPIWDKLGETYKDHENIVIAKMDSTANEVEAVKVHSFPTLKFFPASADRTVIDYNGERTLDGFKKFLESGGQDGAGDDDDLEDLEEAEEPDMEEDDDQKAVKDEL
CaV13 FRET inh = Disruptors of the CACNA1D IQ motif to Ca2+-dependent inactivation inhibitor domain association, primary screening, Förster resonance energy transfer in intact living … | HEK cells, CFP/YFP FRET ICDI-IQ, plate reader, 10 min; percent FRET-ratio fall versus neutral wells | inhibition, % at 12.3 µM | hit rate 0.098% among 340,000;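 active = mean replicate inhibition of at least 30% and at least 1% of replicates passing that level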;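 note: 0% = median of the neutral control wells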
CF NFkB block = inhibitors of PAF-induced NF-kB signaling, primary screen, cell-based, GFP fluorescence, uHTS | KKLEB NF-kB-GFP reporter, GFP fluorescence overnight | inhibition, % at 5 µM | hit rate 0.86% among 360,000;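 active = at least 50% inhibition at 5 µM, scaled per plate between neutral and stimulator controls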;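 note: PAF is a Pseudomonas aeruginosa culture filtrate used as stimulus; plate controls were PAF-stimulated DMSO wells for no effect and unstimulated DMSO wells for full effect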
NR2E3 ag-1 = NR2E3 agonists in two-hybrid cells, primary screen, cell-based, luminescence, CHO-S, Gal4-NCOR/VP16-NR2E3; AID 602229, 2012; hit rate 0.35% among 360,000; inhibition of corepressor binding, % at 3.98 µM; luciferase; Photoreceptor-specific nuclear receptor (Homo sapiens), Q9Y5X4;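 active = inhibition above the mean of all tested compounds plus 3 SD, cut at about 70% in these data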;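 note: 0% = DMSO with NR2E3 transfected cells and 100% = cells lacking NR2E3 construct; higher means lower luciferase signal from less NR2E3 corepressor binding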
Target sequence (Q9Y5X4 whole entry, looked up, the tested form may be a part): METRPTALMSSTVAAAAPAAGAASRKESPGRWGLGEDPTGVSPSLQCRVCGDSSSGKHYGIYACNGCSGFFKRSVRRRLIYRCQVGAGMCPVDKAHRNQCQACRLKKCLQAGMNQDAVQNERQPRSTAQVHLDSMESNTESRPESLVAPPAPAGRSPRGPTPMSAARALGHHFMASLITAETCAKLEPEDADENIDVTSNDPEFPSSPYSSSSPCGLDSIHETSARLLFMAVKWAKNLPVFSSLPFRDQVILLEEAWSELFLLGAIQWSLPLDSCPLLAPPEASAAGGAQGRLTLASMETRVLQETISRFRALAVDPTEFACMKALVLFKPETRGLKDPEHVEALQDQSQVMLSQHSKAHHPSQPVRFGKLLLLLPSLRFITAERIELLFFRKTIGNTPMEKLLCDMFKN
KKLEB tox = cytotoxicity in KKLEB CF airway cells, primary screen, cytotoxicity control for CF NF-kB inhibitor project, cell-based, uHTS, fluorescence assay plates; KKLEB CF airway cells viability, ATPlite luminescence, overnight; stronger effect = lower value; cells stimulated with P. aeruginosa culture filtrate; activity change (cytotoxicity), % at 5 µM; hit rate 0.36% among 360,000;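 active = corrected activity change at or below -50% at 5 µM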
HIF-2a block = HIF-2a reporter inhibitors, primary screen, luminescence, 786-0 RCC cells; hit rate 0.72% among 360,000; AID 624352, 2012; inhibition, % at 18.8 µM; 786-0 RCC cells HIF-2a reporter, luciferase luminescence, overnight;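 active = inhibition of the luminescence signal of 40% or more relative to plate controls, in a single-dose primary screen at 18.75 µM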
Vif imaging = HIV Vif self-association inhibitors, primary screen, imaging, HEK293T, single point | HEK293T cells, Vif self-association by quenched fluorescence, 24 h | inhibition, % at 7.49 µM | hit rate 0.35% among 340,000 | AID 602346, 2012; in the data active = inhibition above about 50%, passing the limit was not always enough; note: some results filed as inactive read as strong as hits
NR2E3 ag-2 = inhibitors of NR2E3-RetCOR corepressor binding, primary screen, NR2E3 agonist project, biochemical, TR-FRET, GST-NR2E3, biotin-RetCOR; Photoreceptor-specific nuclear receptor (Homo sapiens), Q9Y5X4; 1536-well; inhibition of corepressor binding, % at 4.78 µM; hit rate 0.12% among 320,000; AID 2300, 2010;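 active = percent inhibition above the cutoff of mean plus 3 SD of all tested compounds, set per screening campaign, cut at about 20% in these data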;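 note: 0% = DMSO wells and 100% = biotin wells as full block of FRET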
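System: GST-tagged NR2E3 plus biotinylated RetCOR corepressor; Buffer or medium: pH 7.5 Tris-based buffer; Probe or stimulus: RetCOR corepressor, biotinylated, 7 nM; Doses: compound at 4.8 µM, single dose; Schedule: 5 h incubation at 4 °C; Technique: time-resolved FRET; Evaluation: percent inhibition of TR-FRET ratio; Replication: one well per compound, singlicate testing.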
Peg3 prom inh = Peg3 promoter-driven luciferase inhibitors, primary screen, cell-based, HeLa, luciferase luminescence | HeLa PEG-Prom luciferase reporter, overnight | inhibition, % at 20 µM | hit rate 1.7% among 360,000 | AID 588405, 2011;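 active = inhibition of at least 50% at 20 µM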
MITF TRPM1 inh = inhibitors of MITF-dependent TRPM1 promoter reporter, primary screen, cell-based, SK-MEL-5, single point, luciferase; SK-MEL-5 TRPM1 promoter luciferase, 24 h; inhibition, % at 12.5 µM; hit rate 0.83% among 330,000; AID 488899, 2010;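 active = mean inhibition across replicates of 60% or more, whatever share of single replicates reaches that level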; note: values of inactives mirror those of a sister screen read the other way
Shn3 inh set2 = reduction of Shn3 3'UTR firefly luciferase signal, primary screen, Schnurri-3 inhibitor project, cell-based, Clone20 osteoblasts, set 2. hit rate 0.52% among 360,000. AID 588674, 2011. Clone20 osteoblast Shn3 3'UTR firefly luciferase, 24 h. inhibition, % at 12.5 µM;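 active = mean inhibition of at least 75% with every replicate also reaching 75%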;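 note: 0% = median of neutral control wells and 100% = pilot-screen positive control compound; some compounds past the cut are filed as inactive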
An asterisk follows results filed as active.

What do the screens show for `O=C(COC(=O)CSc1ccccc1)NNC(=O)c1ccc([N+](=O)[O-])cc1`?
PDI inh: -1; CaV13 FRET inh: -5; CF NFkB block: 17; NR2E3 ag-1: -19; KKLEB tox: 9; HIF-2a block: 1; Vif imaging: 4; NR2E3 ag-2: -3; Peg3 prom inh: 20; MITF TRPM1 inh: -1; Shn3 inh set2: -3

How did COc1ccc(C(=O)NC2CC2)cc1OC1CCN(C/C=C/c2ccccc2)CC1 do in these assays?
PDI inh: -5; CF NFkB block: 20; NR2E3 ag-1: -9; KKLEB tox: -17; HIF-2a block: 15; Vif imaging: -2; NR2E3 ag-2: 1; Peg3 prom inh: -14; MITF TRPM1 inh: -4; Shn3 inh set2: -15

How did COc1ccc(C(O)c2ncc(-c3cccc4ccccc34)[nH]2)cc1F (configuration not stated) do in these assays?
PDI inh: 9; CaV13 FRET inh: -4; CF NFkB block: 4; NR2E3 ag-1: 3; KKLEB tox: -6; HIF-2a block: 2; Vif imaging: -2; Peg3 prom inh: 28; Shn3 inh set2: -7

How did Nc1nc(SCC(=O)NC2CCCCCC2)[nH]c(=O)c1-c1ccccc1 do in these assays?
PDI inh: 7; CF NFkB block: 15; NR2E3 ag-1: 7; KKLEB tox: 9; HIF-2a block: 10; Vif imaging: -5; NR2E3 ag-2: 0; Peg3 prom inh: 25; MITF TRPM1 inh: 5; Shn3 inh set2: 10

Results for C=CCSc1nnc(NC(=O)c2nc(SCC)ncc2Cl)s1 ?
PDI inh: -6; CaV13 FRET inh: -7; CF NFkB block: -15; NR2E3 ag-1: -9; KKLEB tox: 22; HIF-2a block: 18; Vif imaging: 24; NR2E3 ag-2: 6; Peg3 prom inh: 0; MITF TRPM1 inh: 4; Shn3 inh set2: -5

What do the screens show for `CC(NS(=O)(=O)c1ccc(CCC(=O)NCC2CCCO2)cc1)c1ccccc1` (configuration not stated)?
PDI inh: -8; CaV13 FRET inh: -5; CF NFkB block: -10; NR2E3 ag-1: -17; KKLEB tox: 8; HIF-2a block: 11; Vif imaging: 22; NR2E3 ag-2: 1; Peg3 prom inh: 5; MITF TRPM1 inh: -6; Shn3 inh set2: -3

What do the screens show for `CCOC(=O)c1c(CN2CCCCC2)n(C)c2cc(Br)c(OC)cc12`?
PDI inh: -2; CaV13 FRET inh: -1; CF NFkB block: 4; NR2E3 ag-1: -14; KKLEB tox: -8; HIF-2a block: 35; Vif imaging: 4; NR2E3 ag-2: 1; Peg3 prom inh: -4; MITF TRPM1 inh: -11; Shn3 inh set2: 7

What do the screens show for `CC(C)OC(=O)N(C)C[C@H]1OCc2cnnn2CCCC(=O)N([C@H](C)CO)C[C@H]1C`?
PDI inh: -2; CaV13 FRET inh: -3; CF NFkB block: 13; NR2E3 ag-1: -32; KKLEB tox: -17; HIF-2a block: -4; Vif imaging: -7; Peg3 prom inh: -9; Shn3 inh set2: -6

What do the screens show for `NC(=O)C(c1ccc(Cl)cc1)c1ncc(C(F)(F)F)cc1Cl` (configuration not stated)?
PDI inh: 3; CaV13 FRET inh: -5; CF NFkB block: 7; NR2E3 ag-1: 2; KKLEB tox: -4; HIF-2a block: 23; Vif imaging: -2; NR2E3 ag-2: 3; Peg3 prom inh: 12; MITF TRPM1 inh: 4; Shn3 inh set2: -11

Results for CCCCNC(=S)Nc1cc([N+](=O)[O-])ccc1C ?
PDI inh: 7; CaV13 FRET inh: -19; CF NFkB block: 17; NR2E3 ag-1: -27; KKLEB tox: -12; HIF-2a block: 23; Vif imaging: 1; NR2E3 ag-2: -2; Peg3 prom inh: -1; MITF TRPM1 inh: 3; Shn3 inh set2: -1

What do the screens show for `COc1ccc(NC(=O)C2CCN(c3nc(C)cc(C)n3)CC2)cc1`?
PDI inh: -12; CaV13 FRET inh: -4; CF NFkB block: 3; NR2E3 ag-1: -16; KKLEB tox: 6; HIF-2a block: 20; Vif imaging: -12; NR2E3 ag-2: 3; Peg3 prom inh: 8; MITF TRPM1 inh: -2; Shn3 inh set2: -13

Results for CC(C)(C)OC(=O)N[C@H](C(=O)OC(C)(C)C)c1ccc(C(F)(F)F)cc1 ?
PDI inh: 5; CaV13 FRET inh: -4; CF NFkB block: -10; NR2E3 ag-1: -7; KKLEB tox: 2; HIF-2a block: 4; Vif imaging: -2; NR2E3 ag-2: 3; Peg3 prom inh: -8; MITF TRPM1 inh: -4; Shn3 inh set2: 8

Results for COc1cc(/C=C2/NC(=O)NC2=O)cc(Br)c1OCc1ccc(C(=O)O)cc1 ?
PDI inh: -1; CaV13 FRET inh: -3; CF NFkB block: -3; NR2E3 ag-1: -1; KKLEB tox: 5; HIF-2a block: 3; Vif imaging: -1; NR2E3 ag-2: 1; Peg3 prom inh: -6; MITF TRPM1 inh: 3; Shn3 inh set2: -3

How did NS(=O)(=O)c1ccc(NC(=O)c2cccc(N3C(=O)c4ccccc4C3=O)c2)cc1 do in these assays?
PDI inh: 1; CaV13 FRET inh: -4; CF NFkB block: 3; NR2E3 ag-1: 12; KKLEB tox: -6; HIF-2a block: 9; Vif imaging: 10; NR2E3 ag-2: 2; Peg3 prom inh: -6; MITF TRPM1 inh: -3; Shn3 inh set2: -12

How did CCOc1ccccc1NC(=O)CN1C(=O)COc2ccc(S(=O)(=O)N3CCOCC3)cc21 do in these assays?
PDI inh: 16; CaV13 FRET inh: -3; CF NFkB block: 12; NR2E3 ag-1: 15; KKLEB tox: 2; HIF-2a block: 9; Vif imaging: 12; NR2E3 ag-2: 0; Peg3 prom inh: 16; MITF TRPM1 inh: 2; Shn3 inh set2: 4

How did Cc1cn(C2OC(COC(=O)c3ccccc3)C(OC(=O)c3ccccc3)C2OC(=O)c2ccccc2)c(=O)[nH]c1=O (configuration not stated) do in these assays?
PDI inh: 1; CaV13 FRET inh: -7; CF NFkB block: 28; NR2E3 ag-1: -26; KKLEB tox: -28; HIF-2a block: 15; Vif imaging: -10; NR2E3 ag-2: 6; Peg3 prom inh: 10; MITF TRPM1 inh: 7; Shn3 inh set2: 15

How did CCCCC(NC(=O)Cc1c(C)c2cc3c4c(oc3cc2oc1=O)CCCC4)C(=O)O (configuration not stated) do in these assays?
PDI inh: -2; CaV13 FRET inh: -4; CF NFkB block: -3; NR2E3 ag-1: 4; KKLEB tox: 1; HIF-2a block: 7; Vif imaging: -6; NR2E3 ag-2: 0; Peg3 prom inh: 10; MITF TRPM1 inh: -11; Shn3 inh set2: -18

Results for O=C(N/N=C/c1cc2ccccc2nc1Cl)c1ccncc1 ?
PDI inh: -1; CaV13 FRET inh: -4; CF NFkB block: -3; NR2E3 ag-1: -1; KKLEB tox: 4; HIF-2a block: 12; Vif imaging: 4; NR2E3 ag-2: -1; Peg3 prom inh: 12; MITF TRPM1 inh: 5; Shn3 inh set2: 19

How did Cc1cc(=O)oc2cc(Oc3ncccc3[N+](=O)[O-])ccc12 do in these assays?
PDI inh: 8; CaV13 FRET inh: -7; CF NFkB block: -2; NR2E3 ag-1: -4; KKLEB tox: 2; HIF-2a block: -27; Vif imaging: 5; NR2E3 ag-2: 3; Peg3 prom inh: 0; MITF TRPM1 inh: -5; Shn3 inh set2: -6

Results for O=C1Nc2ccccc2N(O)N1c1ccc(S(=O)(=O)N2CCCCCC2)cc1 ?
PDI inh: -1; CaV13 FRET inh: -4; CF NFkB block: 12; NR2E3 ag-1: 6; KKLEB tox: 4; HIF-2a block: 14; Vif imaging: -6; NR2E3 ag-2: 1; Peg3 prom inh: 1; MITF TRPM1 inh: -4; Shn3 inh set2: -1

Results for COc1ccccc1NS(=O)(=O)c1cccc(C(=O)N/N=C/c2c(CO)cnc(C)c2O)c1 ?
PDI inh: 8; CaV13 FRET inh: -6; CF NFkB block: -20; NR2E3 ag-1: 2; KKLEB tox: 5; HIF-2a block: 13; Vif imaging: -12; NR2E3 ag-2: 1; Peg3 prom inh: -1; MITF TRPM1 inh: 6; Shn3 inh set2: -4

What do the screens show for `O=C(CCNS(=O)(=O)c1ccc(Br)s1)Nc1ccc(Cl)cc1`?
PDI inh: 3; CaV13 FRET inh: -6; CF NFkB block: 6; NR2E3 ag-1: -15; KKLEB tox: -12; HIF-2a block: -14; Vif imaging: -5; NR2E3 ag-2: 1; Peg3 prom inh: 3; MITF TRPM1 inh: 11; Shn3 inh set2: 25

How did CCOc1ccccc1C(=O)N1CCN(C(c2ccccc2)c2ccccc2)CC1 do in these assays?
PDI inh: 2; CF NFkB block: 32; NR2E3 ag-1: -22; KKLEB tox: 8; HIF-2a block: 24; Vif imaging: -4; NR2E3 ag-2: 3; Peg3 prom inh: 24; MITF TRPM1 inh: 28; Shn3 inh set2: 28

What do the screens show for `CC(=O)N1CCN(Cc2cc(=O)oc3cc(C)ccc23)CC1`?
CaV13 FRET inh: -9; CF NFkB block: 9; NR2E3 ag-1: -9; KKLEB tox: 6; HIF-2a block: 0; Peg3 prom inh: -3; Shn3 inh set2: 27

What do the screens show for `O=C(Nc1c[nH]c(=O)[nH]c1=O)c1cc([N+](=O)[O-])cc([N+](=O)[O-])c1`?
PDI inh: 1; CaV13 FRET inh: -1; CF NFkB block: 3; NR2E3 ag-1: 0; KKLEB tox: -1; HIF-2a block: 10; Vif imaging: -7; NR2E3 ag-2: -3; Peg3 prom inh: -4; MITF TRPM1 inh: 4; Shn3 inh set2: 1

What do the screens show for `O=C(c1cc(COc2ccccc2)on1)N1CCCC(CN2CCOCC2)C1` (configuration not stated)?
PDI inh: 5; CaV13 FRET inh: -2; CF NFkB block: 3; NR2E3 ag-1: -32; KKLEB tox: 0; HIF-2a block: -102; Vif imaging: 3; NR2E3 ag-2: -1; Peg3 prom inh: -89; MITF TRPM1 inh: -31; Shn3 inh set2: -18

Results for Cc1ccc[n+](CC(=O)c2ccc(Br)cc2)c1C ?
PDI inh: 8; CaV13 FRET inh: -2; CF NFkB block: 3; NR2E3 ag-1: -20; KKLEB tox: 9; HIF-2a block: 3; Vif imaging: 6; NR2E3 ag-2: 5; Peg3 prom inh: 8; MITF TRPM1 inh: 5; Shn3 inh set2: 8

Hits appear at their usual frequency; any-hit rate near 3.3%.
